Source: PubChem
TRPC4 inh: inhibitors of mouse TRPC4 channel, primary screen, Fluo4 calcium, HEK293 TRPC4beta/mu-opioid cells | Short transient receptor potential channel 4 (Mus musculus), Q9QUQ5 | DAMGO-evoked Fluo4 calcium flux; stronger effect = lower value | actives 0.39% (n = 300,000) | B-score at 10 µM;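 active = B-score over 3 SD under the library average, no early fluorescence shift, positive overall ratio signal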
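Assay system: HEK293 cells with stable TRPC4beta plus mu-opioid receptor expression; Probe or stimulus: DAMGO in two steps, submaximal then maximal; Dosing: single-point compound dosing; Measured by: Fluo4 calcium-dye fluorescence, kinetic read; Read-out basis: B score from integrated Fluo4 fluorescence ratio.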
Platelet DG rel: inhibitors of platelet dense granule secretion, primary screen, cell-based, MLPCN, human platelets; human platelet-rich plasma, SFLLRN dense granule ATP release, luminescence; inhibition, %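 (compounds screened at 7.5 µM in platelet-rich plasma)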; actives 0.22% (n = 300,000); AID 1663, 2009;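 active = mean replicate score, as percent of positive control, at or above 50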
SKKanGAS inh: S. pyogenes SKKanGAS growth inhibitors in kanamycin, primary screen, streptokinase expression inhibitor project, SKKanGAS strain, BacTiter-Glo luminescence. inhibition, % at 7.5 µM. AID 1662, 2009. 6 h. actives 1.3% (n = 300,000);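 active = mean replicate score, as percent of positive control median, at least 50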;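 also: strain carries kanamycin resistance gene driven by streptokinase promoter and grows in 40 µg/ml kanamycin; loss of luminescence reflects streptokinase promoter inhibition or plain growth inhibition; 0% = median of DMSO wells and 100% = positive control at its reference dose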
RGS4 block: RGS4 inhibitors, primary screen, cell-based, HEK293 M3R inducible RGS4, calcium flux; B-score at 10 µM; Regulator of G-protein signaling 4 (Homo sapiens), P49798; AID 463165, 2010; actives 0.45% (n = 310,000); Fluo-4 calcium flux; stronger effect = higher value; triggered by carbachol at its EC20;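 active = B-score, a plate-corrected calcium signal, over three deviations above library mean, with baseline fluorescence within five deviations of library mean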;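 also: RGS4 expression induced by doxycycline in cells with stable M3 receptor; B-score is computed from the integrated fluorescence ratio over baseline after carbachol; higher B-score means a larger calcium signal and so more RGS4 inhibition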
RGS4 act: RGS4 potentiators or activators, primary screen, cell-based, HEK293 M3R inducible RGS4, calcium flux. actives 0.92% (n = 310,000). B-score at 10 µM. carbachol calcium flux Fluo4; stronger effect = lower value. AID 463111, 2010;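 active = B-score of the integrated calcium signal more than 4 SD below the library mean, with starting fluorescence not abnormally high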;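 also: negative B-score means reduced calcium response which marks RGS4 activation or potentiation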
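Material: Inducible-RGS4 HEK293 cells carrying M3 receptor; also added: carbachol at ECmax as muscarinic agonist stimulus; incubation: compound preincubation 20 min at room temperature before agonist; signal: Fluo4-AM (2 µM) calcium-flux fluorescence, kinetic read; measure: integrated calcium ratio converted to B score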
TRPC6 activator: mouse TRPC6 channel activators, primary screen, cell-based, HEK293, membrane potential dye | Short transient receptor potential channel 6 (Mus musculus), Q61143 | HEK293-TRPC6 membrane potential dye fluorescence; stronger effect = higher value | B-score at 10 µM | actives 0.13% (n = 310,000) | AID 2550, 2010;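 active = B-score of the integrated fluorescence ratio above library mean plus 3 SD, and starting fluorescence ratio within library mean plus 5 SD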;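 also: higher score means more depolarization so channel activation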
Target sequence (Q61143 whole entry, looked up): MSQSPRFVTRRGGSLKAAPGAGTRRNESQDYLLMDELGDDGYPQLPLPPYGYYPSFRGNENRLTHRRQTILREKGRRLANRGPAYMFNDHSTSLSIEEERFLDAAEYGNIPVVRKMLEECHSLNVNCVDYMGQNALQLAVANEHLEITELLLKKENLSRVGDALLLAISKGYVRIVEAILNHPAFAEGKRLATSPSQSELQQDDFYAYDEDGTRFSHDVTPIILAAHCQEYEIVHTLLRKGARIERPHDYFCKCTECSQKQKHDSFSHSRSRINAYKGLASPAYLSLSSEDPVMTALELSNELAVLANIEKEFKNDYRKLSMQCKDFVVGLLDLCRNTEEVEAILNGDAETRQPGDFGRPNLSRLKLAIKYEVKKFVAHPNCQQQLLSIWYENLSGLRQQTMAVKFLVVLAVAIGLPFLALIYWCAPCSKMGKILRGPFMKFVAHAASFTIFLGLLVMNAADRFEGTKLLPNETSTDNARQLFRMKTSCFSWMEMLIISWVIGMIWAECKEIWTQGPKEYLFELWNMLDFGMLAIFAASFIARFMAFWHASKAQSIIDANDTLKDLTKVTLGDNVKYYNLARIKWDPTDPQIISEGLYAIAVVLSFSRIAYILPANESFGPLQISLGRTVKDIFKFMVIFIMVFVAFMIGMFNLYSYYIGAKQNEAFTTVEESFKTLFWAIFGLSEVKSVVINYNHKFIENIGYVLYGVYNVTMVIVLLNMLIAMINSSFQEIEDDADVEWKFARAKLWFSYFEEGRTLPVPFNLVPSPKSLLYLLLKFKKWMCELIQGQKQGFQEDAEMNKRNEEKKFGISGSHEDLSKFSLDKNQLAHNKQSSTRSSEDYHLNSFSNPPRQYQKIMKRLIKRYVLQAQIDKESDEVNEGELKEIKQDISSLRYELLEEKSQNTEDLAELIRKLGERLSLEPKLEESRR
MrgX1 ag: agonists of human MrgX1 receptor, primary screen, HEK293 cells, Fluo-4 calcium flux. Mas-related G-protein coupled receptor member X1 (Homo sapiens), Q96LB2. Fluo-4 calcium fluorescence, agonist mode; stronger effect = higher value. B-score at 10 µM. actives 0.44% (n = 310,000). AID 588627, 2011;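 active = calcium response B-score plate-corrected fluorescence ratio at least 3 library SD, with starting fluorescence B-score inside 5 SD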
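Material: HEK293 cells stably expressing human MrgX1 receptor | Quantity: 15,000 cells per well | Times: Cells plated overnight, dye loaded 0.5 h 37 °C, 0.5 h room temperature | Measured by: Kinetic Fluo-4 NW fluorescence of intracellular calcium | Control set: Positive and negative controls per plate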
TRPC6 inh: mouse TRPC6 channel inhibitors, primary screen, cell-based, HEK293, membrane potential dye. Short transient receptor potential channel 6 (Mus musculus), Q61143. ACh-evoked depolarization; stronger effect = lower value. B-score at 10 µM. actives 1.1% (n = 310,000);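 active = B-score under library mean minus 3 SD, initial fluorescence not abnormally high, positive integrated signal ratio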;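 also: B-score derived from integrated fluorescence ratio over the kinetic read; more negative B-score means stronger inhibition of depolarization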
MrgX1 PAM: positive allosteric modulators of MrgX1, primary screen, HEK293 cells, Fluo-4 calcium flux | FDSS; stronger effect = higher value | B-score at 10 µM | AID 588675, 2011 | actives 0.63% (n = 310,000);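 active = plate-corrected calcium response at least 3 library SD above typical, normal starting fluorescence, not activating the receptor alone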;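 also: compound read alongside a low EC10 to EC30 dose of BAM8-22 agonist; peak minus trough fluorescence over baseline measured at the second addition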
MrgX1 antag: antagonists of human MrgX1 receptor, primary screen, HEK293 cells, Fluo-4 calcium flux. Mas-related G-protein coupled receptor member X1 (Homo sapiens), Q96LB2. BAM8-22 antagonism; stronger effect = lower value. B-score at 10 µM. actives 1.3% (n = 310,000). AID 588676, 2011;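 active = calcium-response B-score plate-corrected more than 3 library SD below zero, starting fluorescence within 5 deviations, no agonist response on first addition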;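 also: peak minus trough fluorescence over baseline after final BAM8-22 challenge near maximal dose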
HIF act: HIF pathway transcriptional activators, primary screen, cell-based, U2OS HRE-luciferase, luminescence. actives 0.32% (n = 300,000). AID 1910, 2009. U2OS HRE-luciferase reporter; normalized: DMSO 0%, desferrioxamine 100%. activation, % at 7.5 µM (by protocol);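 active = mean activation of at least 10% of the iron chelator positive control signal, with at least half of replicates also reaching 10%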
Starred values were filed as active, the others as inactive; i = inactive; · = not tested or not shown. Rows are unselected, and some 6.1% of all compounds hit somewhere here.

SMILES	TRPC4 inh	Platelet DG rel	SKKanGAS inh	RGS4 block	RGS4 act	TRPC6 activator	MrgX1 ag	TRPC6 inh	MrgX1 PAM	MrgX1 antag	HIF act
CCCCCn1c(Sc2nc3ccccc3s2)nc2c1c(=O)[nH]c(=O)n2C	i	0	0	i	i	i	i	i	i	i	·
Nc1c(C(=O)Nc2ccc3c(c2)OCCO3)nnn1Cc1ccccc1	i	-1	2	i	i	i	i	i	i	i	3.3
CN(C)C(=O)c1ccc(COc2ccccc2Br)o1	i	-1	0	i	i	i	i	i	i	i	2.4
COc1ccc(NS(=O)(=O)c2cn(C)c(=O)n(C)c2=O)cc1	i	2	4	i	i	i	i	i	i	i	-0.2
COc1cccc(C2=NOC(C(=O)NCc3ccccc3)C2)c1 (centres undefined)	i	-2	-1	i	i	i	i	i	i	i	-0.1
O=C(O)c1cc(NCc2ccc3c(c2)OCO3)ccc1N1CCOCC1	i	-6	-3	i	i	i	i	i	i	i	-0.3
CN(C)/C=N/c1nc2nccc(-c3ccc(Cl)cc3)n2n1	i	3	-10	i	i	i	i	i	i	i	-0.1
Cc1ccc(OCC(=O)N2CCCC(CO)(CCOc3ccccc3)C2)cc1 (centres undefined)	i	9	-2	i	i	i	i	i	i	i	0.4
CC(C)Cn1c(N)c(C=O)c(=O)n(C)c1=O	i	-6	-35	i	i	i	i	i	i	i	-0.3
O=C(NC1CC1)c1nc(Cn2cc([N+](=O)[O-])cn2)no1	i	2	2	i	i	i	i	i	i	i	-0.1
COc1ccc(COC(=O)C2CCN(S(=O)(=O)c3cccs3)CC2)cc1	i	0	0	i	i	i	i	i	i	i	1.2
O=C(NC(C(=O)N/N=C/c1ccncc1)c1n[nH]c(=O)c2ccccc12)c1ccccc1 (centres undefined)	i	-4	2	i	i	i	i	i	i	i	0.0
COc1ccccc1C(=O)NCC(=O)OCCCOC(=O)CNC(=O)c1ccccc1OC	i	4	18	i	i	i	i	i	i	i	1.8
O=C(O)c1cccc(N2C(=O)c3ccc(Oc4ccc(Cl)cc4)cc3C2=O)c1	i	4	3	i	i	i	i	i	i	i	-1.0
CCCn1nc2cc(C(=O)NCc3ccc4c(c3)OCO4)ccc2c1OCC	i	9	7	i	i	i	i	i	i	i	-3.2
Cc1nc(Cl)c(C(=O)NC(=O)NCc2ccccc2)c(C)c1Cl	i	-9	-2	i	i	i	i	i	i	i	-0.5
O=C(COC(=O)c1cc(=O)[nH]c2ccccc12)c1ccccc1	i	0	0	i	i	i	i	i	i	i	-0.3
COc1cc(/C=C2\SC(=O)NC2=O)ccc1Oc1ccc([N+](=O)[O-])cc1[N+](=O)[O-]	i	-5	13	i	i	i	i	i	i	i	-0.4
CC(=O)Nc1ccc(NC(=O)COC(=O)c2ccccn2)cc1	i	7	-16	i	i	i	i	i	i	i	-1.0
Cc1cn(-c2ccccc2)c(C)c1/C=N\Nc1nc(N2CCOCC2)nc(N2CCOCC2)n1	i	5	3	i	i	i	i	i	i	i	-0.3
CCCC(=O)NNC(=O)CCC(=O)Nc1ccccc1Cl	i	-12	-1	i	i	i	i	i	i	i	-1.2
CCCOC(=O)Nc1sc2c(c1C(=O)OCC)CCC2	i	1	9	i	i	i	i	i	i	i	0.1
CCOCCCNC(=O)c1cn(CC)c2ccc(S(=O)(=O)N3CCOCC3)cc2c1=O	i	-3	1	i	i	i	i	i	i	i	0.3
Cc1ccc2nc(NC(=O)c3ccc(Br)o3)sc2c1	i	1	3	i	i	i	i	i	i	i	4.0
COc1cccc(Oc2cc(NN3CCCCC3)c([N+](=O)[O-])cc2[N+](=O)[O-])c1OC	i	10	8	i	-9.1*	i	i	i	i	i	-0.5
Carrying on.
SMILES	TRPC4 inh	Platelet DG rel	SKKanGAS inh	RGS4 block	RGS4 act	TRPC6 activator	MrgX1 ag	TRPC6 inh	MrgX1 PAM	MrgX1 antag	HIF act
CCC(=O)c1ccc(OCC(O)CN2CCOCC2)cc1 (centres undefined)	i	4	-3	i	i	i	i	i	i	i	1.4
COc1ccc(CCNC(=O)NC23CC4CC(CC(C4)C2)C3)cc1	i	-1	-1	i	i	i	i	i	i	i	0.9
CC(C)CNS(=O)(=O)c1ccc(CCC(=O)N2CCOCC2)cc1	i	-1	3	i	i	i	i	i	i	i	-0.5
CC(C)(C)Nc1nc(NCc2cccnc2)nc(N2CCOCC2)n1	i	-4	0	i	i	i	i	i	i	i	-0.2
CCC1CCc2c(n(C)c3ccccc3c2=O)O1 (centres undefined)	i	16	0	i	i	i	i	i	i	i	0.4
Cc1ccc(C(=O)NCCCN2CCOCC2)cc1N1CCCC1=O	i	-6	15	i	i	i	i	i	i	i	-58
Cc1ccc(C(=O)N/C(=C\c2ccc(F)cc2)C(=O)NCCCn2ccnc2)cc1	i	4	-1	i	i	i	i	i	i	i	-0.2
COc1ccc(CCC(=O)NNC(=O)Nc2cccc(Cl)c2)cc1	i	-4	8	i	i	i	i	i	i	i	0.0
Cc1nnc(NC(=O)CSc2nnc(Cc3ccccc3)n2-c2ccccc2)s1	i	-7	-18	i	i	i	i	i	i	i	0.0
NC(=O)c1ccc(C(=O)c2ccc([N+](=O)[O-])cc2)cc1	i	15	-2	i	i	i	i	i	i	i	-0.6
O=C(CN1CCCc2ccccc21)Nc1ccccc1[N+](=O)[O-]	i	0	2	i	i	i	i	i	i	i	-0.6
CCOC(=O)C(NCCOC)(NC(C)=O)C(F)(F)F (centres undefined)	i	-9	-5	i	i	i	i	i	i	i	-0.2
CNC(=O)c1ccccc1Sc1ccccc1CO	i	-18	-15	i	i	i	i	i	i	i	-0.3
COCC(=O)N(c1ccc(C(C)C)cc1)C1C=CS(=O)(=O)C1 (centres undefined)	i	4	-2	i	i	i	i	i	i	i	0.0
Cc1cccc(C(=O)NNC(=O)c2ccc(F)cc2)c1	i	2	-3	i	i	i	i	i	i	i	-0.3
CCN(CC)S(=O)(=O)c1ccc(-c2ccc(S(=O)(=O)N(CC)CC)cc2)cc1	i	1	-2	i	i	i	i	i	i	i	-0.8
CC(C)(C)CN1CCN(CC#Cc2ccccc2)CC1CCO (centres undefined)	i	-13	-5	i	i	i	i	i	i	i	-15
C=CCc1ccc(OCC(O)CN2CCCCC2C)c(OC)c1 (centres undefined)	i	-8	-2	i	i	i	i	i	i	i	0.4
O=C(NNC(=O)C1CC(=O)N(c2ccc3c(c2)OCCO3)C1)c1ccc(F)cc1 (centres undefined)	i	-12	-8	i	i	i	i	i	i	i	-14
CC(C)(CSc1ccccn1)NS(=O)(=O)c1ccccc1	i	0	0	i	i	i	i	i	i	i	-0.5
CCN(CC)S(=O)(=O)c1ccc(/C=C/C(=O)OCC(=O)Nc2ccc(C(N)=O)cc2)cc1	i	10	-6	i	i	i	i	i	i	i	0.1
Cc1ccc2nc(C)cc(N/N=C/c3cccc(O)c3)c2c1	i	13	5	i	i	i	i	i	i	i	0.7
Cc1cc(C)nc(N/N=C/c2ccc([N+](=O)[O-])o2)n1	i	21	4	i	i	i	i	i	i	i	0.1
CC(C)CCN1C(=O)c2ccc(C(=O)Nc3cccc(S(N)(=O)=O)c3)cc2C1=O	i	-1	14	i	i	i	i	i	i	i	-0.3
COCCOC(=O)C(C#N)c1nc2ccccc2nc1N1CCCC1 (centres undefined)	i	5	10	i	i	i	i	i	i	i	-0.3
(next part)
SMILES	TRPC4 inh	Platelet DG rel	SKKanGAS inh	RGS4 block	RGS4 act	TRPC6 activator	MrgX1 ag	TRPC6 inh	MrgX1 PAM	MrgX1 antag	HIF act
O=C(Cc1ccc(F)cc1)NCCS(=O)(=O)N1CCN(c2ccccc2)CC1	i	7	3	i	i	i	i	i	i	i	0.0
Cc1ccc(N(C)C(=O)CCS(=O)(=O)c2ccc3c(c2)oc(=O)n3C)cc1	i	2	9	i	i	i	i	i	i	i	-0.1
CCOc1ccc(CCNC(=O)CN2CCN(Cc3ccccc3C)C2=O)cc1OCC	i	15	-5	i	i	i	i	i	i	i	0.1
COc1ccc(/C(=N/OC(C)=O)c2nccc3cc(OC)c(OC)cc23)cc1OC	i	7	0	i	i	i	i	i	i	i	0.0
C[C@@H]1O[C@@H](O[C@H]2[C@H](Oc3cc(O)c4c(c3)O[C@H](c3ccc(O)cc3)CC4=O)O[C@H](CO)[C@@H](O)[C@@H]2O)[C@H](O)[C@H](O)[C@H]1O	i	-6	-1	i	i	i	i	i	i	i	-0.1
Cc1nc2ccccc2c(=O)n1CC(=O)N1CCOCC1	i	-4	6	i	i	i	i	i	i	i	-0.1
CCOC(=O)N1CCN(c2ncnc3c2oc2nc(C(C)C)c4c(c23)CCC4)CC1	i	3	-1	i	i	i	i	i	i	i	-0.6
O=C1C2Sc3[nH]c(=O)sc3C(c3cc([N+](=O)[O-])ccc3O)C2C(=O)N1c1ccccc1 (centres undefined)	i	-1	-5	i	i	i	i	i	i	i	-0.2
Cc1ccc(S(=O)(=O)N2CCN(C(=O)N3CCCC3)CC2)cc1	i	-4	-2	i	i	i	i	i	i	i	-0.2
O=C(CSc1nc2ccc([N+](=O)[O-])cc2s1)NCC1CCCO1 (centres undefined)	i	-2	-7	i	i	i	i	i	i	i	-0.1
Cc1nc2ccccc2c(=O)n1NC(=O)c1cccc(Cl)c1	i	1	5	i	i	i	i	i	i	i	1.1
COc1ccc(C(=O)N(C)Cc2ccc(C)o2)cc1OC1CCN(C(C)C)CC1	i	-11	1	i	i	i	i	i	i	i	-0.3
